Screens: PubChem, several laboratories
rCAG RNA binder – binders of r(CAG) RNA repeats, primary screen, biochemical, fluorescence. r(CAG) RNA repeat, TO-PRO-1 dye displacement fluorescence. inhibition, % at 3 µM. 370,000 tested, 1.3% active;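 active = inhibition above the plate cutoff, the mean of all test compounds on that plate plus 3 SD, cut at about 35% in these data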;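 note: 0% = DMSO alone and 100% = 100 µM mitoxantrone as full dye displacement; higher means more dye released from RNA so lower well fluorescence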
TCR CD3 inh – inhibitors of human TCR-CD3 interaction, primary screen, biochemical, fluorescence, TAMRA-labeled TCR probe; inhibition, % at 9.4 µM; 360,000 tested, 0.37% active; in the data active = inhibition above about 19%;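 note: recombinant mutant TCR 2C K166C tagged with TAMRA read by polarization; 0% = receptor in buffer alone and 100% = receptor with positive control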
ABHD4 inh – ABHD4 inhibitors, primary screen, biochemical, fluorescence polarization, mouse | (Lyso)-N-acylphosphatidylethanolamine lipase (Mus musculus), Q8VD66 | 370,000 tested, 0.54% active | inhibition, % at 8.92 µM | purified mABHD4, FP-Rh probe fluorescence polarization;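 active = inhibition exceeding the mean over every tested compound plus 3 SD, cut at about 30% in these data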;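 note: 0% = plate median of compound wells and 100% = S159A mutant with DMSO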
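Assay system: mABHD4 protein; medium: HEPES pH 7.0, NaCl, Pluronic buffer; dosing: 8.92 µM, single dose; schedule: 45 min + 60 min at 25 °C; signal: FP readout, ex 525 nm / em 598 nm; read-out: normalized percent inhibition of probe labeling; repeats: single replicate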
MBD2 DNA inh – inhibitors of MBD2 binding to methylated DNA, primary screen, biochemical, TR-FRET, DNA-binding domain, human. inhibition, % at 4.4 µM. MBD2 binding to methylated oligonucleotide. 370,000 tested, 0.31% active. Methyl-CpG-binding domain protein 2 (Homo sapiens), Q9UBB5; in the data active = inhibition above about 13%
HTRA1 inh – HTRA1 serine protease inhibitors, primary screen, biochemical, fluorescence polarization, HTS; inhibition, % at 5.96 µM; 340,000 tested, 0.5% active; Q92743; AID 504803, 2011; recombinant HTRA1, FP-rhodamine activity-based probe; in the data active = inhibition above about 36%;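 note: 0% = enzyme with DMSO and 100% = wells lacking enzyme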
Target sequence (Q92743 whole entry, looked up): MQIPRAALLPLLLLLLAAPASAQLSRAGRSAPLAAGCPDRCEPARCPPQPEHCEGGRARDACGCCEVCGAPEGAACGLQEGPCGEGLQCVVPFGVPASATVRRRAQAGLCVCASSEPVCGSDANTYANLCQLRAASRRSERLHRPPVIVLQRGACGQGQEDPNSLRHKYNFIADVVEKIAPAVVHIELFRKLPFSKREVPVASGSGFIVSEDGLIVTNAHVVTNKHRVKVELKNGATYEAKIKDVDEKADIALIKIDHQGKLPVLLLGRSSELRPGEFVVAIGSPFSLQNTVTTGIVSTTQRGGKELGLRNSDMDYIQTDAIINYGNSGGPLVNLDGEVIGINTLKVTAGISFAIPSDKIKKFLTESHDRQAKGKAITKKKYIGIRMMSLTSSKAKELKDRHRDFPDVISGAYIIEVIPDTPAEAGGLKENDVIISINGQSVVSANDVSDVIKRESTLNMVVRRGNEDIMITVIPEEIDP
PG9 binder – binders of HIV-1 gp120 antibody PG9, primary screen, biochemical, TR-FRET. inhibition, % at 6.7 µM. AID 624416, 2012. TR-FRET gp120-PG9 antibody binding. HIV-1 gp120 / PG9 antibody interaction. 360,000 tested, 0.43% active; in the data active = inhibition above about 8.5%
UHRF1 binding – UHRF1 methylated DNA binding inhibitors, primary screen, counter-screen for MBD2 inhibitor project, biochemical, TR-FRET, human UHRF1, single concentration. inhibition, % at 4.4 µM. UHRF1 binding to methylated oligo. 370,000 tested, 0.75% active; in the data active = inhibition above about 21%;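 note: UHRF1 SRA domain binding a hemimethylated CpG hairpin DNA probe; 0% = median of test compound wells and 100% = reference inhibitor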
LEDGF integ inh – blockers of LEDGF/p75-dependent integrase strand transfer – biochemical, TR-FRET, high throughput, primary screen; HIV-1 integrase (with human LEDGF/p75); TR-FRET IN-LEDGF/p75 DNA integration, Eu/Cy5; inhibition, % at 3.7 µM; 370,000 tested, 0.64% active; AID 743269, 2014;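 active = inhibition above the screen-wide mean plus 3 SD, cut at about 13% in these data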;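 note: signal is the Cy5 over europium emission ratio at 671 and 618 nm; 0% = plate median of compound wells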
NR1D1 modulator – modulators of Rev-erb alpha DNA binding, primary screen, biochemical, FITC-DNA, fluorescence polarization, uHTS; activity, % at 10 µM; 370,000 tested, 0.79% active; Rev-erbα–FITC-DNA binding, 90 min; Nuclear receptor subfamily 1 group D member 1 (Homo sapiens), P20393;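 active = activity above about 14%, limit read from the data; passing the limit was not always enough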;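 note: 0% = DMSO wells with 35 nM protein and 100% = DMSO wells with 750 nM protein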
Target sequence (P20393 whole entry, looked up): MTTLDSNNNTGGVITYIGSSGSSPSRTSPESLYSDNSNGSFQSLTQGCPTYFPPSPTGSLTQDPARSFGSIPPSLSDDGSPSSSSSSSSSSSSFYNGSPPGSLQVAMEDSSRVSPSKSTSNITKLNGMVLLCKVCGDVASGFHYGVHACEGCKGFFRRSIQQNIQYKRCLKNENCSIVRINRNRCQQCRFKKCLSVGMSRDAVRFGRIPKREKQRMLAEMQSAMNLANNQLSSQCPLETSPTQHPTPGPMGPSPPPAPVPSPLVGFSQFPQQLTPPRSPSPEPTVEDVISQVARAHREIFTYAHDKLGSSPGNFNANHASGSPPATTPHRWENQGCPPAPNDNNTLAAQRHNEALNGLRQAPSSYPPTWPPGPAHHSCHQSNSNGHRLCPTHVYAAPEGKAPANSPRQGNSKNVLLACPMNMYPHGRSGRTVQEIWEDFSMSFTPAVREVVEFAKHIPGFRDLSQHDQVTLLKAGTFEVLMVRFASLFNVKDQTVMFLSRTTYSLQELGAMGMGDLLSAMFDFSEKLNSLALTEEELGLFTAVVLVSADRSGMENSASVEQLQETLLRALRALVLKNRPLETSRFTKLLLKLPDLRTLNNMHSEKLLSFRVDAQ
PRMT1 FP inh – PRMT1 methyltransferase inhibitors, primary screen, biochemical, fluorescence polarization | recombinant PRMT1, activity-based probe fluorescence polarization | Protein arginine N-methyltransferase 1 (Homo sapiens), Q99873 | inhibition, % at 2.79 µM | 370,000 tested, 1.3% active;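 active = inhibition above about 21% made by adding two undisclosed values, limit read from the data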
Starred values were filed as active, the others as inactive; / = not tested or not shown. These rows are one share of the data; count on the stated rates, not on these rows.

No.	molecule	rCAG RNA binder	TCR CD3 inh	ABHD4 inh	MBD2 DNA inh	HTRA1 inh	PG9 binder	UHRF1 binding	LEDGF integ inh	NR1D1 modulator	PRMT1 FP inh
1	O=C(NCc1cccnc1)C(=O)NCC1OCCN1S(=O)(=O)c1ccc(Cl)cc1 (configuration not stated)	4	-3	-2	4	3	-0.4	5	-2	2	4
2	COc1ccc2c(c1)C=C(C(=O)OCc1cccnc1)CO2	-3	-7	1	6	-3	-2.2	-1	6	-3	-4
3	Cc1ccc(C(=O)n2c(-c3ccccc3)cnc2SCC(=O)Nc2ccccc2)cc1	2	0	-5	-2	-4	-0.8	3	1	0	1
4	Cc1csc(NC(=O)C(CC(C)C)NS(=O)(=O)c2ccc3c(c2)oc(=O)n3C)n1 (configuration not stated)	7	1	2	5	-1	-1.5	3	-1	-3	3
5	COC(=O)C1=C(C)NC(=O)NC1c1ccc(-c2ccccc2Cl)o1 (configuration not stated)	-2	3	-7	2	-3	-0.9	1	-2	-3	2
6	O=c1c2ccccc2sc2ccc(C#CC3(O)CCCCC3)cc12	13	8	-42	6	-141	-1.6	14	2	3	0
7	Cc1cc(C(=O)Nc2ccccc2N2CCOCC2)c(C)o1	-5	-15	2	1	0	0.3	-5	1	0	-1
8	O=C(CN1CCOCC1)Nc1ccc(Cl)cc1	-2	6	0	1	5	-1.8	-3	-1	1	0
9	Cc1ccccc1OC(C)C(=O)Nc1ccc(S(=O)(=O)N2CCCC2)cc1 (configuration not stated)	-2	-1	-5	0	-6	-0.8	0	-9	-2	7
10	CCC1(CC)NC(=O)N(CC(=O)Nc2cccc3ccccc23)C1=O	2	7	-10	4	3	0.5	1	-4	-4	3
11	Cc1occc1C(=O)Nc1cccc(Cl)c1Cl	7	-2	-14	3	-4	-1.1	6	3	-3	-1
12	O=C(COc1ccccc1Cl)Nc1ccc(N2CCN(C(=O)c3ccccc3)CC2)cc1	-4	-3	-11	9	1	1.2	3	1	7	8
13	CN(CC(=O)Nc1ccc(N2CCOCC2)cc1)CC(=O)Nc1ccc(N2CCOCC2)cc1	-1	-3	-15	7	4	-1.7	4	1	-8	4
14	O=C(CN1C(=O)NC2(CCCC2)C1=O)Nc1cccc(C(F)(F)F)c1	1	6	0	-3	-4	-1.4	4	0	1	-2
15	O=C(NC(Cc1ccccc1)C(=O)N1CCCC(C(F)(F)F)C1)c1ccccc1 (configuration not stated)	-8	8	1	-5	-5	-1.3	-3	1	-1	-8
16	CCCCn1c(N)c(N(CCC(C)C)C(=O)C2CC(=O)N(Cc3ccc(C)cc3)C2)c(=O)[nH]c1=O (configuration not stated)	-8	6	0	-1	-5	-0.2	-3	1	-3	1
17	COc1cccc(CN2CCN(Cc3ccccc3C(F)(F)F)CC2)c1	-12	3	12	3	-3	-0.5	2	-1	-2	2
18	NC(=O)CC(NC(=O)Cc1cccc2ccccc12)c1ccc(NC2CC3CCC2C3)c([N+](=O)[O-])c1 (configuration not stated)	15	6	10	-9	-11	-0.7	-2	-2	-4	13
19	FC(F)(F)c1cccc(-c2cc3ccccc3nc2N2CCCC2)c1	-4	-8	-2	-2	-6	-2.2	3	-1	5	9
20	Cc1cccnc1NC(=O)c1ccco1	1	-2	5	-6	2	-1.2	1	0	7	3
21	CCCCN(C)CCNC(=O)c1cc2c(-c3cccc(OC)c3)nn(C)c2s1	5	-6	0	1	-10	1.3	4	-3	1	1
22	COc1cc(C(=O)O/N=C(\N)c2ccncc2)cc(OC)c1OC	-3	8	-1	-3	-9	-1.9	1	-1	0	0
23	S=C(Nc1ccccc1)Nc1ccc2cn[nH]c2c1	-1	-8	11	0	6	0.2	-3	-6	6	7
24	O=C(COC(=O)c1ccc(Br)o1)Nc1ccc(S(=O)(=O)N2CCCC2)cc1	2	1	1	6	-6	-0.5	0	-4	-6	-2
25	CS(=O)(=O)c1cccc(C(=O)Nc2ccccc2Cc2ccccc2)c1	0	-2	-4	-1	-3	1.1	-1	3	1	-3

The last 2 compounds of the part before are carried over, then new ones follow:
No.	molecule	rCAG RNA binder	TCR CD3 inh	ABHD4 inh	MBD2 DNA inh	HTRA1 inh	PG9 binder	UHRF1 binding	LEDGF integ inh	NR1D1 modulator	PRMT1 FP inh
24	O=C(COC(=O)c1ccc(Br)o1)Nc1ccc(S(=O)(=O)N2CCCC2)cc1	2	1	1	6	-6	-0.5	0	-4	-6	-2
25	CS(=O)(=O)c1cccc(C(=O)Nc2ccccc2Cc2ccccc2)c1	0	-2	-4	-1	-3	1.1	-1	3	1	-3
26	CCN(CC)c1ccc(C=Nn2c(C)nnc2C)cc1	3	/	-5	-4	/	/	2	7	1	-6
27	COc1cccc(C2CC(c3ccccc3OC)n3ncnc3N2)c1 (configuration not stated)	-1	-3	2	1	3	0.2	1	-2	-1	1
28	Cc1cc(C)n(-c2cc(N3CCN(C(=O)c4ccc(C(C)(C)C)cc4)CC3)ccc2[N+](=O)[O-])n1	-2	-4	-6	4	-40	0.2	1	1	1	0
29	CC1CCCN(C(=O)Cn2c(=O)oc3ccccc32)C1 (configuration not stated)	-3	-2	3	-2	5	-0.6	-2	0	0	-3
30	CCc1cccc(C)c1NC(=O)C(c1ccc(O)cc1)N1CCC1=O (configuration not stated)	2	2	-2	-1	3	1.1	2	2	3	-1
31	CCN(CC(=O)Nc1cccc(S(=O)(=O)N(C)c2ccccc2)c1)Cc1cccs1	3	-3	-11	-7	-20	1.7	-3	-3	1	0
32	COc1ccc(Cn2c(=O)oc3ccccc32)cc1	-1	-3	-1	4	-2	1.1	-1	-5	-4	1
33	Cc1cc(C)n(-c2nnc(SCC(=O)NC3CCCC3)c3ccccc23)n1	-6	0	1	3	7	-1.2	-2	2	-3	-2
34	CCOC(=O)[C@@H]1[C@H]2COc3ccccc3[C@H]2N2C(=O)N(c3ccc(Br)cc3)C(=O)[C@]12C	-2	5	0	4	-11	1.4	-1	0	-3	-1
35	O=C(COC(=O)Cc1c[nH]c2ccccc12)NCCc1ccccc1	-1	-5	-1	-6	2	2.2	-5	2	4	-1
36	O=C(COC(=O)c1ccc(O)cc1)Nc1ccccc1[N+](=O)[O-]	-1	0	-5	0	-3	0.6	1	2	2	3
37	COc1ccc(CNC(=O)C(C)N(Cc2ccco2)C(=O)c2snc(C(N)=O)c2N)cc1 (configuration not stated)	-6	-3	7	3	-3	-0.8	-1	-2	1	4
38	COc1cc(CNc2ccc(N3CCCC3)cc2)cc(Cl)c1OC	12	3	22	-1	41*	-6.5	-2	1	5	4
39	COc1ccc(C(=O)CCC(=O)N2CCN(c3ccc([N+](=O)[O-])cc3)CC2)cc1	0	7	0	-1	6	-1.3	0	-1	-5	3
40	Cc1ccc(C(=O)O)cc1NC(=S)NC(=O)c1ccc(COc2ccccc2)cc1	26	-7	-15	0	-12	-0.4	0	0	1	-4
41	COc1cc(C(=O)N2Cc3cc4ccccc4nc3C2C)cc(OC)c1OC (configuration not stated)	0	8	7	-1	6	0.4	-2	-1	6	-4
42	COc1cc(-c2cc(=O)c3c(O)cc(O)cc3o2)cc(OC)c1OC	1	7	0	-6	/	-0.3	-3	2	5	-9
43	Cc1cccc(-n2c(O)c(C=Nc3ccccc3)c3ccccc3c2=O)n1	-5	3	-10	-6	-15	-1.2	-11	2	1	-3
44	CC(C)NC(=O)c1cccc(C(F)(F)F)c1	-1	10	-2	-6	-6	-0.2	-2	-8	0	-2
45	COCc1ccc(C(=O)N2CCCC(N(C)CCc3ccccc3)C2)s1 (configuration not stated)	-1	0	0	4	0	-1.9	3	-3	-4	0
46	CCOC(=O)NC[C@@]1(C(=O)OC)CC(=O)N(Cc2ccc(Cl)cc2)[C@@H]1c1ccc(OC)cc1	0	/	0	3	/	/	0	3	1	-4
47	Cn1c(NCC2CCCO2)nc2c1c(=O)n(Cc1ccccc1)c(=O)n2C (configuration not stated)	-5	4	2	4	0	0.2	0	1	5	-3
48	CCOc1ccc(NC(=O)Nc2ccc(Cc3ccncc3)cc2)cc1	5	7	0	-5	-8	3.5	2	5	-7	-3
49	Cc1ccc(-c2cc(-c3nnc4sc(Cc5cccs5)nn34)[nH]n2)cc1	21	/	-14	1	/	/	0	0	0	5
50	COC(=O)CCC(=O)NC1CC(C)(C)Cc2c1cnn2-c1ccc(F)cc1 (configuration not stated)	-7	9	1	-7	5	-1.8	1	0	-5	2

Later entries:
No.	molecule	rCAG RNA binder	TCR CD3 inh	ABHD4 inh	MBD2 DNA inh	HTRA1 inh	PG9 binder	UHRF1 binding	LEDGF integ inh	NR1D1 modulator	PRMT1 FP inh
51	Cn1c(N2CCCCC2)nc2c1c(=O)[nH]c(=O)n2C	-1	3	3	2	1	-2.0	-3	2	-1	0
52	CC(=O)c1ccc(OCCCC(=O)Nc2ccc(C)c(S(=O)(=O)N3CCOCC3)c2)cc1	-1	5	-4	-3	-5	-0.3	2	-1	-3	0
53	COc1cc([C@@H]2CC=C(C(=O)O)[C@H](c3ccccc3F)N2S(=O)(=O)c2ccc(C)cc2)cc(OC)c1OC	27	1	-1	3	-2	2.5	3	2	-4	4
54	COc1ccc(CN2C(=O)C(CC(=O)NCCc3ccccn3)CC(C(=O)N3CCCCCC3)=C2C)cc1 (configuration not stated)	1	1	-1	-2	/	1.3	3	2	4	-4
55	O=C(C1CC2CCC1C2)N1CCN(Cc2ccc3c(c2)OCO3)CC1 (configuration not stated)	1	3	3	1	/	-2.5	-2	-3	4	-2
56	CC(=O)Nc1ccc(NC(=O)C2CC(=O)N(c3ccccc3Cl)C2)cc1 (configuration not stated)	0	4	-3	-6	2	-1.1	-1	4	-1	-7
57	CCc1ccc(N(CC(=O)NCc2ccc3c(c2)OCO3)C(=O)c2csnn2)cc1	-3	-7	-1	4	6	0.6	3	-1	10	-4
58	O=C(c1ccc(F)cc1)c1cccc(C(=O)c2ccc(F)cc2)n1	2	0	6	-23	1	0.7	-1	1	-2	-1
59	O=C(NCc1ccccn1)C1CCN(S(=O)(=O)c2ccccc2)CC1	1	-8	4	-1	2	-0.2	1	-3	-4	-4
60	CCCn1c(N)c(C(=O)CSc2nc(C)cs2)c(=O)n(C)c1=O	-2	0	6	0	1	-1.0	-2	0	0	-1
61	COc1ccc(NC2=NCC(Cc3ccc(Br)cc3)S2)cc1 (configuration not stated)	-5	-6	18	-4	-4	-2.4	0	5	3	-1
62	COc1ccc(CNCc2cccc(Cl)c2)cc1	-2	-7	4	5	1	-1.9	1	8	-3	4
63	CCOc1ccc(-n2cc(-c3ccccc3)c3c(=S)nc[nH]c32)cc1	10	-3	-1	0	-7	0.8	-2	-2	6	2
64	CN(CC(=O)Nc1ccc(Cl)cc1)CC(=O)Nc1sc2c(c1C(N)=O)CCC2	8	-5	-2	-1	-28	2.1	1	-1	3	0
65	O=C(Nc1cccnc1)Nc1cccc(F)c1	0	6	-3	4	2	1.8	-1	0	1	-5
66	Cc1ncc2c(c1OC(=O)c1ccccc1)COC(C)(C)OC2	-6	1	0	-3	5	-1.7	-2	0	21	0
